# SW480 rerep – DNA re-replication induction in SW480 cells; SW480 DNA re-replication, Hoechst DNA content imaging, 48 h; Potency, µM (top dose mostly 46.1 µM), for the others: at the top dose re-replication activation, hits mostly activators; actives 1.8% (n = 340,000); AID 624297; also: potency is read from the fitted curve at half-maximal effect; % of control where 0% means no effect; nearly all actives have a fitted effect of over 55% in size
#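 Compounds, transferred as 23 nL by pin tool, were incubated with cells for 48 hr; DNA content per nucleus was then quantified by Hoechst staining and fluorescence plate imaging.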
# KB-3-1 tox – kills parental KB-3-1 adenocarcinoma cells; actives 1.4% (n = 400,000); KB-3-1 viability, CellTiter-Glo ATP luminescence, 72 h; Potency, µM (highest dose often 46.1 µM), for the others: top-dose activity change, negative = cytotoxic, hits mostly cytotoxic; AID 1347075; also: potency is read from the fitted curve at half-maximal effect; % is scaled to controls: 0 for no effect and ±100 for the full control effect; nearly all actives have a fitted effect of over 60% in size
#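 72 h, 37 °C compound treatment of KB-3-1 parental cells; CellTiter-Glo added, 10 min, luminescence read. Data corrected against DMSO-only plates and normalized before curve fitting.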
# HT1080 IDH1KD tx – kills HT-1080 cells with IDH1 knockdown | HT-1080 IDH1 knockdown viability, ATP luminescence, 48 h | Potency, µM (top dose mostly 46.1 µM), without a hit: at the top dose activity, negative = toxicity, actives largely listed as cytotoxic | actives 2% (n = 360,000);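 also: potency is read from the fitted curve at half-maximal effect; 0% = DMSO wells and -100% = cell-free medium wells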
#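 % activity derives from luminescence (CellTiter-Glo), normalised to DMSO and no-cell wells. HT-1080-IDH1KD cells, 750/well, had 48 h compound exposure at 37 °C.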
# D3 antag – antagonists of human D3 dopamine receptor. P35462. D3R cells, DiscoveRx beta-arrestin luminescence, antagonist mode; stronger effect = lower value. max response, negative = inhibition, %. actives 2.5% (n = 360,000). AID 652054; in the data active = max response below about -50%; inconclusive = no clear call, values can overlap the other calls; also: % is scaled to controls: 0 for no effect and ±100 for the full control effect; mostly tested at two doses, the higher about 12 µM
# Target sequence (P35462 whole entry, looked up): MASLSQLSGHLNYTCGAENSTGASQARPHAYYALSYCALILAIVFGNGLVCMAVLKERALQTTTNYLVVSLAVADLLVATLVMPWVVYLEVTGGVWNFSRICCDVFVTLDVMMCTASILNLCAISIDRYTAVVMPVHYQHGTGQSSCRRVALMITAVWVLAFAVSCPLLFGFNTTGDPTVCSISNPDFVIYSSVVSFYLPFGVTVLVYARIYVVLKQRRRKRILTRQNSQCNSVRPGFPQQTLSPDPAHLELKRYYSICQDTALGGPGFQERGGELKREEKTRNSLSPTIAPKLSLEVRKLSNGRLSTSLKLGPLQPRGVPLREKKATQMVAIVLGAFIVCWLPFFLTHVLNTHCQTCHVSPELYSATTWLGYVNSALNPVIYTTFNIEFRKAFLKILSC
#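 Cells plated overnight at 1500 cells/well, then exposed to library compounds with dopamine controls for 90 minutes at 37 degrees C. DiscoveRx reagent added for 30–60 minutes at room temperature; luminescence read, quantitative HTS format.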
# IL-1B inflam inh – inflammasome signaling inhibition, IL-1 beta readout | THP-1 LPS/ATP IL-1B secretion, AlphaLISA, 16 h; stronger effect = lower value | activity change, % at 57.5 µM | actives 4.7% (n = 360,000) | AID 743279; in the data active = activity change below about -50%; inconclusive = mostly about -30% to -49%; also: % is scaled to controls: 0 for no effect and ±100 for the full control effect
#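 Secreted IL-1B measured by AlphaLISA bead assay after 16 h compound exposure of THP-1 cells; compounds (final up to 57.5 uM) added 1 h before LPS (250 ng/mL) and ATP (1.25 mM) stimulation; lower signal means less secretion.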
# GLP1R ag – activates the human GLP-1 receptor; Potency, µM (titrated, usually from 45.6 µM), for the others: at the highest dose activation, actives largely listed as activators; actives 0.007% (n = 380,000); HEK293 GLP-1R CRE-luciferase, luminescence, 4-6 h; cells express a hypersensitive GLP-1R form; P43220; AID 624172; also: potency is read from the fitted curve at half-maximal effect; % of control where 0% means no effect
# Target sequence (P43220 whole entry, looked up): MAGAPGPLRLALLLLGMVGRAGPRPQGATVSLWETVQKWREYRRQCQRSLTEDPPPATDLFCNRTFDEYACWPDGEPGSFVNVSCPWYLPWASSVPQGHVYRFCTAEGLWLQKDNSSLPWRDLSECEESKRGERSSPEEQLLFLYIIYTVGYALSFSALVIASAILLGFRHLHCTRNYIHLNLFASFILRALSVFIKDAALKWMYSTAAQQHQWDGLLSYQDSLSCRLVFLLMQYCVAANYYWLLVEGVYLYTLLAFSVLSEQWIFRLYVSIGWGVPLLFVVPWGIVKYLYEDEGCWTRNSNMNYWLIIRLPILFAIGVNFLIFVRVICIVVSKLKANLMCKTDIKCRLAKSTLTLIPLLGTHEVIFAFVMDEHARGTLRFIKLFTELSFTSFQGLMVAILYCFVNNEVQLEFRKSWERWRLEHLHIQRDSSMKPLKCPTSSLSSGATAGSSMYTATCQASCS
# HT1080NT lethal – kills 2HG-producing HT-1080-NT fibrosarcoma cells | actives 1.6% (n = 360,000) | HT-1080-NT fibrosarcoma viability, CellTiter-Glo ATP luminescence, 48 h | Potency, µM (highest dose often 46.1 µM), without a hit: at the highest dose activity, negative = less viability, most hits filed as cytotoxic | AID 686970;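 also: NT is the 2HG producing partner of a matched IDH1 knockdown line; potency is read from the fitted curve at half-maximal effect; 0% = DMSO-treated cells and -100% = media-only wells without cells; nearly all actives have a fitted effect of over 55% in size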
#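 Read-out is CellTiter-Glo luminescence after 10 minutes at room temperature, following 48 hours' compound treatment of HT-1080-NT cells (750 cells/well, RPMI, 5% FBS, 37 degrees C).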
# DRD3 agonist – D3 dopamine receptor (human) agonism; max activation, %; actives 0.58% (n = 410,000); P35462; D3R DiscoveRx beta-arrestin cells, luminescence, 90 min; AID 652048; in the data active = max activation above about 30%; also: 0% is about no effect; mostly tested at two doses, the higher about 12 µM
#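 Cells at 1500/well, incubated overnight, then treated with pinned compounds (dopamine as control) for 90 min at 37 degrees C. DiscoveRx reagent added for 30 - 60 minutes at room temperature; luminescence read.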
# KB-V1 MDR tox – KB-V1 MDR subline cytotoxicity; KB-V1 MDR cells viability, CellTiter-Glo, 72 h; Potency, µM (highest dose often 46.1 µM), without a hit: top-dose activity change, negative = cytotoxicity, usual class: cytotoxic; actives 3.4% (n = 400,000); AID 1347076; also: potency is read from the fitted curve at half-maximal effect; % is scaled to controls: 0 for no effect and ±100 for the full control effect; nearly all actives have a fitted effect of over 60% in size
#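 Cytotoxicity via CellTiter-Glo luminescence after 72 h compound exposure at 37 degrees C. Cells: drug-selected KB-V1 line, DMEM phenol-red free plus 10% FBS. Compounds tested at multiple concentrations; normalized data fitted to concentration-effect curves.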
# * hit, by the source's call; u = inconclusive; x = not tested or not shown; [ ] = another dose, or the depositor's remark. Unless noted, calls follow the shape of the dose curve; as a rule, active = well fitted curve in the direction sought with a large enough effect; inconclusive = small, poorly fitted or top-dose-only effect, or another doubt; inactive = no such curve, though single readings can be large; an effect the other way counts as inactive or inconclusive.
item	compound	SW480 rerep	GLP1R ag	DRD3 agonist	HT1080 IDH1KD tx	KB-3-1 tox
1	COc1ccc(NS(=O)(=O)c2cc(NC(=O)[C@@H](NC(=O)c3ccccc3)C(C)C)ccc2C)cc1	u	8%	0	u	8.2µM*
2	CCCCCCCCN1C(=O)[C@H](CC(=O)N2CCCC2)C[C@@]2(C(=O)OC)CCCCC=C12	x	3%	1	u	-3%
3	CCCN(C(=O)c1cc(-c2ccco2)nc2ccccc12)c1c(N)n(Cc2ccccc2)c(=O)[nH]c1=O	-5%	-10%	-9	4%	0%
4	C/C(=N\NC(=S)NCc1ccccc1)c1ccc2ccccc2c1OC(F)F	-33%	-3%	-23	u	-5%
5	CCOc1ccc(/C=N/n2c(-c3ccccc3)n[nH]c2=S)cc1	25%	-5%	5	3%	9%
6	N#CCCN1CCCN(CCC#N)CCN(CCC#N)CCCN(CCC#N)CC1	-5%	10%	13	19%	-1%
7	NC(=O)C1CCCN(C(=S)Nc2ccccc2)C1 (centres undefined)	-7%	-3%	1	12%	3%
8	O=C(/C=C/c1c(Cl)cccc1Cl)N1CCOCC1	-9%	7%	2	8%	1%
9	Cc1ccc(CN2CCN(Cc3cccn3-c3ccc(Cl)cn3)CC2CCO)o1 (centres undefined)	-1%	-1%	-5	5%	1%
10	CCOC(=O)N1CCN(c2ccc(C(=O)c3ccccc3)cc2F)CC1	-4%	-2%	1	-21%	u
11	COc1cccc(C(NC(C)=O)c2nc(-c3cccs3)cs2)c1 (centres undefined)	x	28%	-2	0%	0%
12	O=c1oc2ccccc2n1CCCCCn1c(=O)oc2ccccc21	15%	1%	-2	0%	-1%
13	O=C(Nc1ccc(C(F)(F)F)cc1)C1CCN(S(=O)(=O)c2ccc(N3CCCC3=O)cc2)CC1	-4%	-4%	8	u	-3%
14	Cc1ccc2c(=O)n3c(nc2c1)C(C)NC(=O)c1cccnc1-3 (centres undefined)	x	-4%	5	-3%	10%
15	COc1cccc(/C=N/NC(=O)C(C)n2nnc3ccccc32)c1 (centres undefined)	-1%	9%	21	-4%	14%

item	HT1080NT lethal	D3 antag	IL-1B inflam inh	KB-V1 MDR tox
1	u	-4	15	u
2	u	39	-17	u
3	-6%	-19	10	0%
4	u	-23	17	u
5	3%	-14	u	8%
6	11%	-4	12	8%
7	2%	34	7	0%
8	18%	-15	-6	11%
9	-1%	2	-15	-1%
10	-14%	19	-23	u
11	0%	-9	23	1%
12	-4%	-4	-1	-18%
13	-8%	7	18	5%
14	2%	20	31	u
15	-1%	1	12	0%

# Following part.
item	compound	SW480 rerep	GLP1R ag	DRD3 agonist	HT1080 IDH1KD tx	KB-3-1 tox
16	Cc1noc(C)c1COC(=O)c1cc(=O)[nH]c2ccccc12	0%	2%	11	-2%	u
17	COc1ccc(CN2C(=O)c3cccnc3C2Nc2cc(Cl)c(OC)cc2OC)cc1 (centres undefined)	-12%	14%	1	-1%	u
18	COc1ccc(CNn2cnnc2)c(O)c1	-3%	-1%	3	20%	0%
19	Cc1ccc([C@@H]2CC=C(C(=O)O)[C@H](c3cccc(Cl)c3)N2S(=O)(=O)c2ccccc2C)cc1	3%	-3%	-19	-16%	0%
20	Cc1ccccc1CC1(CO)CCCN(C(=O)CCCN2CCCCC2=O)C1 (centres undefined)	-2%	-3%	11	16%	-9%
21	Cc1cccc(Cn2c(C(=O)OC(C)C)cc3c2ccn3C)c1	8%	0%	6	-13%	-7%
22	O=C(NCc1ccc(C(F)(F)F)cc1)C1CC(c2ccc(C(F)(F)F)cc2)=NO1 (centres undefined)	0%	-1%	5	u	u
23	CC1=CC(=C(C#N)C#N)C=C(C)N1CCN1CCN(C(=O)Nc2cccc(Cl)c2)CC1	-4%	1%	1	17%	4%
24	COc1ccc(CCNC(=O)CC2SC(=Nc3cc(C)cc(C)c3)NC2=O)cc1OC (centres undefined)	5%	13%	-2	-13%	10%
25	CCOC(=O)N1CCC(N2CCN(Cc3ccc(F)c(F)c3)C(CCO)C2)CC1 (centres undefined)	-226%[inhibitor]	-3%	0	-6%	-1%
26	O=C(CN1C(=O)NC2(CCCc3ccccc32)C1=O)c1ccc(F)c(F)c1 (centres undefined)	16%	8%	-2	1%	1%
27	O=C1/C(=C\c2ccncc2)CCc2ccccc21	9%	-11%	0	-19%	-15%
28	COc1cc2nc(COc3ccc(C#N)cc3)n(CC#N)c(=O)c2cc1OC	-1%[9.22 µM]	0%	3	-9%	4%
29	CCC1(C)Cc2c(sc3nnn(CC(=O)Nc4cccc5ccccc45)c(=O)c23)CO1 (centres undefined)	u	-14%	13	u	0%
30	CCOc1ccc2nc(COC(=O)c3cccc([N+](=O)[O-])c3)c(C(C)=O)[n+]([O-])c2c1	0%	20%	-8	11%	14%

item	HT1080NT lethal	D3 antag	IL-1B inflam inh	KB-V1 MDR tox
16	0%	-3	-4	5.8µM*
17	6%	-13	0	7%
18	8%	26	13	8%
19	-14%	u	16	0%
20	15%	u	39	-21%
21	-7%	-7	1	-1%
22	-17%	3	37	u
23	9%	10	-13	11%
24	0%	4	29	u
25	6%	-3	-6	-5%
26	-7%	6	7	-7%
27	-20%	-23	-98*	u
28	-15%	31	0	-14%
29	u	1	-11	7%
30	9%	2	13	19%

# (list continues)
item	compound	SW480 rerep	GLP1R ag	DRD3 agonist	HT1080 IDH1KD tx	KB-3-1 tox
31	Cc1cc(C)cc(NC(=O)CSc2nnc(Cc3cccn3C)n2-c2ccc(F)cc2)c1	0%	9%	4	-8%	4%
32	CC(C)COc1ccc(C(=S)N2CCCC2)cc1	-1%	13%	-10	-1%	-6%
33	COc1cc(C(CCN2CCCC2)c2c(OC)cc(OC)c3c(-c4ccccc4)cc(=O)oc23)cc(OC)c1OC (centres undefined)	u	23%	-4	-19%	0%
34	CC1CN(C(=O)C(Sc2ccccc2)c2ccccc2)CC(C)O1 (centres undefined)	-1%	-4%	3	11%	16%
35	CC1CCC2C(=O)N(c3cc(Cl)ccc3OC(=O)c3ccco3)C(=O)C2C1 (centres undefined)	0%	8%	2	10%	2%
36	Nn1c(SCC(=O)N2CCOCC2)nnc1C1CC1	-2%	-13%	-2	24%	-2%
37	CCOC(=O)c1[nH]c(C)c(C(=O)OCC(=O)N(C)C2CCS(=O)(=O)C2)c1C (centres undefined)	-3%	8%	-3	5%	-2%

item	HT1080NT lethal	D3 antag	IL-1B inflam inh	KB-V1 MDR tox
31	-12%	19	-22	15%
32	-15%	-9	-28	-12%
33	-26%	5	17	26%
34	10%	-5	11	2%
35	11%	3	34	6%
36	28%	-6	-5	7%
37	0%	-5	13	2%

# Among those listed so far, eight have an aryl methoxy group.
item	compound	SW480 rerep	GLP1R ag	DRD3 agonist	HT1080 IDH1KD tx	KB-3-1 tox
1	COc1ccc(NS(=O)(=O)c2cc(NC(=O)[C@@H](NC(=O)c3ccccc3)C(C)C)ccc2C)cc1	u	8%	0	u	8.2µM*
11	COc1cccc(C(NC(C)=O)c2nc(-c3cccs3)cs2)c1 (centres undefined)	x	28%	-2	0%	0%
15	COc1cccc(/C=N/NC(=O)C(C)n2nnc3ccccc32)c1 (centres undefined)	-1%	9%	21	-4%	14%
17	COc1ccc(CN2C(=O)c3cccnc3C2Nc2cc(Cl)c(OC)cc2OC)cc1 (centres undefined)	-12%	14%	1	-1%	u
18	COc1ccc(CNn2cnnc2)c(O)c1	-3%	-1%	3	20%	0%
24	COc1ccc(CCNC(=O)CC2SC(=Nc3cc(C)cc(C)c3)NC2=O)cc1OC (centres undefined)	5%	13%	-2	-13%	10%
28	COc1cc2nc(COc3ccc(C#N)cc3)n(CC#N)c(=O)c2cc1OC	-1%[9.22 µM]	0%	3	-9%	4%
33	COc1cc(C(CCN2CCCC2)c2c(OC)cc(OC)c3c(-c4ccccc4)cc(=O)oc23)cc(OC)c1OC (centres undefined)	u	23%	-4	-19%	0%

item	HT1080NT lethal	D3 antag	IL-1B inflam inh	KB-V1 MDR tox
1	u	-4	15	u
11	0%	-9	23	1%
15	-1%	1	12	0%
17	6%	-13	0	7%
18	8%	26	13	8%
24	0%	4	29	u
28	-15%	31	0	-14%
33	-26%	5	17	26%
